IL2 activator: IL-2 activation; IL-2 activation reporter assay, cell-based qHTS; stimulated with anti-CD3/CD4/CD28 beads; in transgenic mouse T cells; activation, % (series mostly up to about 46 µM); hit rate 0.065% among 360,000; in the data active means activation above about 50%; inconclusive means mostly about 30% to 49%; further: 0% is about no effect
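Unstimulated transgenic mouse T cells preincubated 60 min with compound, then stimulated with anti-CD3/anti-CD4-coated beads plus anti-CD28 for 18 h at 37 degrees C. IL-2 response read as EGFP and DsRed fluorescence by plate cytometry.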
HepG2 viability: HepG2 cytotoxicity, counter-screen for TGF-b inhibitors. Potency, µM (doses to about 46.1 µM), for inactives: at the top dose activity change, negative = cytotoxicity, hits mostly cytotoxic. HepG2 CAGA-GFP viability, ATP luminescence, 18 h. hit rate 0.76% among 410,000; further: potency means the concentration at half of the fitted maximal effect; some results filed as inactive show a strong effect at the top dose
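CellTiter-Glo luminescence gave cytotoxicity after 18 hours at 37 degrees C. The cells were HepG2 CAGA-GFP in 1% FBS DMEM, stimulated with 500 pg/mL TGF-beta after compound addition. %Activity was normalised to no-cell wells (complete cell-killing) and DMSO (no toxicity), and curves were fitted and classified.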
Nrf2 activator: activators of Nrf2 (ARE) signaling | AREc32 ARE-luciferase reporter (MCF7-derived line), luminescence, 24 h | Potency, µM (highest dose often 46.1 µM), for inactives: at the highest dose activation, most hits filed as activators | AID 624171 | hit rate 0.31% among 410,000; further: potency means the concentration at half of the fitted maximal effect; % of control where 0% means no effect; nearly all actives have a fitted effect of over 65% in size
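AREc32 cells carrying an ARE-driven firefly luciferase, 1000 cells/well in OPTI-MEM with 5% FBS, dosed after overnight attachment and incubated 24 hr at 37 deg C. Steady-Glo luminescence read after 30 min at RT.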
EPAC2 ag: EPAC2 (human) agonism; EPAC2 activation, biochemical qHTS; response scale: 100% = 6.5 mM cAMP response; Potency, µM (top dose mostly 154 µM), for inactives: at the top dose activation, usual class: activators; hit rate 0.079% among 360,000; further: potency means the concentration at half of the fitted maximal effect; nearly all actives have a fitted effect of over 50% in size
Target sequence (Q8WZA2 whole entry, looked up): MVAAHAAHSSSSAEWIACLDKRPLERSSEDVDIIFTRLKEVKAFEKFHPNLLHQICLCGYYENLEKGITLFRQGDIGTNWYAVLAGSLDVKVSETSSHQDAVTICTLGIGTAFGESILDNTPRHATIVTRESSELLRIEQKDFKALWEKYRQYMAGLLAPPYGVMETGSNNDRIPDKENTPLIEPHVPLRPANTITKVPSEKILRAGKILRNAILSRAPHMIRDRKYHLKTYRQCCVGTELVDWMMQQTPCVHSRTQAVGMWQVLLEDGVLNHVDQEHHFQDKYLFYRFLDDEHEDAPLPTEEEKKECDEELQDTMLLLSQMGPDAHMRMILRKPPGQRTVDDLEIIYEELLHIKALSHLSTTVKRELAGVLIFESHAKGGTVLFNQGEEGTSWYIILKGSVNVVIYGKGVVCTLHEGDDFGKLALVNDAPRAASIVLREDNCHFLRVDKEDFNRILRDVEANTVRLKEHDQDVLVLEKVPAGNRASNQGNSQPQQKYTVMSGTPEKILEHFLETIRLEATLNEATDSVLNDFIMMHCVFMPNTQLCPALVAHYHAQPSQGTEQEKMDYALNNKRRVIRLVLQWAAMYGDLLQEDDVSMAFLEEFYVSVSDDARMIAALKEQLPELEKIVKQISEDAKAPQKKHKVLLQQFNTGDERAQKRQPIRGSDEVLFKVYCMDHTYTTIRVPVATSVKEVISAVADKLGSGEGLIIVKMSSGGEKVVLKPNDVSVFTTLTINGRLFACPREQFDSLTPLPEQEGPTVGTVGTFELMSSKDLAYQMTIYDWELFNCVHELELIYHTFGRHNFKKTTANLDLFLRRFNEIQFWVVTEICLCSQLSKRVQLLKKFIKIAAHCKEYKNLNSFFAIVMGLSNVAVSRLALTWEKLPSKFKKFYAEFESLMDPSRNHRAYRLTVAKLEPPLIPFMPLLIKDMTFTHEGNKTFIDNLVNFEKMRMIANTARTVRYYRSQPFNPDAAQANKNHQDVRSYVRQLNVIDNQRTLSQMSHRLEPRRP
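Setup: EPAC2 100 nM, labeled Rap1B complex 250 nM, free GDP 50 uM. Compound titrations pinned in, brief spin, 5 min room temperature incubation. Kinetic fluorescence read over 30 min, normalized to 6.5 mM cAMP.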
S2 tox: viability counter-screen for ATXN expression inhibitors | AID 651635 | hit rate 0.49% among 400,000 | S2 cells (HEK-293 line with an ATXN2-luciferase reporter) viability, CellTiter-Fluor protease fluorescence, 24 h | Potency, µM (top dose mostly 56.7 µM), usual class: cytotoxic; further: potency means the concentration at half of the fitted maximal effect; nearly all actives have a fitted effect of over 40% in size
A549 tox: kills or reduces viability of A549 cells in Nrf2 counter-screen | AID 504648 | A549 ARE-Fluc cells, CellTiter-Fluor viability, 18-24 h | Potency, µM (series often up to 46 µM), for the others: at the highest dose activity change, negative = cytotoxicity, actives largely listed as inhibitors | hit rate 0.16% among 390,000; further: potency means the concentration at half of the fitted maximal effect; on the % scale 0 is the no-effect control and ±100 the full control effect
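A549 ARE-Fluc cells in 5% FBS OPTI-MEM, 5000 cells/well, rested 2 h then exposed to compounds in concentration-response for 18-24 h at 37 °C. Viability by CellTiter-Fluor fluorescence (Ex 405/Em 525) after 30 min; luciferase luminescence (BugLite, 15 min, RT) read afterwards.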
ATXN2 expr inh: ATXN2 expression inhibition; HEK-293 ATXN2-luciferase reporter, luminescence, 24 h; Potency, µM (titrated, usually from 57 µM), for inactives: top-dose activity change, negative = inhibition, actives largely listed as inhibitors; hit rate 0.72% among 360,000; further: potency means the concentration at half of the fitted maximal effect; on the % scale 0 is the no-effect control and ±100 the full control effect; nearly all actives have a fitted effect of over 55% in size
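qHTS (up to 57 uM final) was run with 24 h compound exposure of reporter cells at 37 °C. Each well was multiplexed: SteadyGlo luminescence measured ATXN2-luciferase expression after a fluorogenic Gly-Phe-AFC viability readout (25 uM final).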
Nrf2 inh: Nrf2 pathway inhibition. A549 ARE-Fluc reporter, luciferase luminescence, 18-24 h. Potency, µM (series often up to 46 µM), for inactives: at the highest dose activity change, negative = inhibition, most hits filed as inhibitors. hit rate 2.1% among 360,000. AID 504444; further: potency means the concentration at half of the fitted maximal effect; on the % scale 0 is the no-effect control and ±100 the full control effect; nearly all actives have a fitted effect of over 60% in size
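Cells were seeded and rested 2 h, then exposed to compounds for 18-24 h. CellTiter-Fluor was read first as a viability measure. BugLite was added 15 min before the final luminescent read of ARE-luciferase activity in A549 cells.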
TGFb SMAD3 inh: TGF-b pathway inhibition; Potency, µM (series often up to 46.1 µM), for inactives: at the top dose activity, negative = inhibition, hits mostly inhibitors; HepG2 CAGA-GFP TGF-b/SMAD3 reporter, GFP fluorescence, 18 h; TGF-beta stimulated, 500 pg/mL final; hit rate 1.2% among 410,000; further: potency means the concentration at half of the fitted maximal effect; on the % scale 0 is the no-effect control and ±100 the full control effect; nearly all actives have a fitted effect of over 65% in size
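Inhibition was scored as loss of TGF-beta-induced (500 pg/mL final, 18 hours, 37 degrees C) GFP in HEPG2 cells carrying a CAGA-GFP reporter, in DMEM with 1% FBS. Well GFP was summed per cell; Activity was normalised to unstimulated and stimulated DMSO wells, then concentration-response fitting.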
The depositor's hits bear a star; i = inactive; ? = inconclusive; . = not tested or not shown; & = joins results of further samples; [ ] = remark or other dose. Unless noted, the call rests on the fitted dose curve; in most records, active means well fitted curve in the direction sought with a large enough effect; inconclusive means small, poorly fitted or top-dose-only effect, or another doubt; inactive means no such curve, though single readings can be large; an effect the other way counts as inactive or inconclusive.

The line under a structure holds: IL2 activator	HepG2 viability	Nrf2 activator	EPAC2 ag	S2 tox	A549 tox	ATXN2 expr inh	Nrf2 inh	TGFb SMAD3 inh
#1 COc1ccc(OC2CCN(S(=O)(=O)c3ccc(OC)cc3)CC2)cc1
  -3.7	-38%&-6%	3.5%&6.0%	16%	i	-4%&10%	0%&-37%	?	?
#2 O=C(Nc1ccc2[nH]c(=O)[nH]c2c1)c1c(F)c(F)c(F)c(F)c1F
  0.1	7%	9.8%	8%	i	-1%	0%	2%	4%
#3 O=C(Nc1ccc(F)c(Cl)c1)C1CCN(S(=O)(=O)c2cccnc2)CC1
  -4.7	-24%	3.3%	4%	i	-4%	-12%	-29%	6%
#4 CC1(C(=O)NS(=O)(=O)c2ccccc2Cl)CCN1C(=O)COc1ccc(Cl)cc1 (centres undefined)
  0.0	-24%	0.1%	7%	i	.	-1%	.	-10%
#5 Cc1cccc(N2CC(C(=O)Nc3ccc4c(c3)OCCO4)CC2=O)c1C (centres undefined)
  -2.0	-15%	0.2%	10%	i	0%	1%	1%	-3%
#6 CCOc1cc(-c2noc(-c3ccncc3)n2)cc(Br)c1OC
  -1.4	5%	-0.3%	4%	.	.	?	5%	3%
#7 O=c1c2ccccc2sn1-c1nccs1
  -1.2	-7%	9.5%	-5%	?	-1%	-4%[11.3 µM]	?	-21%
#8 O=c1c2ccccc2cnn1Cc1n[nH]c(=S)n1-c1ccc(Cl)cc1
  0.0	5%	0.1%	-1%	i	-3%	19%	-1%	-3%
#9 COc1ccc(/C=C2\SC(=S)N(CCCC(=O)Nc3cc(C)on3)C2=O)cc1OC
  17	2%	-0.3%	3%	.	2%	-15%	1%	-2%
#10 CCOC(=O)NC(=O)C(=CNNc1ncc(C(F)(F)F)cc1Cl)C(=O)NC(=O)OCC
  -0.2	1%	0.3%	5%	i	4%	6%	-4%	2%
#11 COc1ccccc1C(=O)OCCNC(=O)Cn1cnc2c1c(=O)n(C)c(=O)n2C
  0.3	6%	0.1%	-5%	i	1%	5%	2%	2%
#12 CC1(C(=O)NS(=O)(=O)c2ccccc2C(F)(F)F)CCN1C(=O)c1cccc(F)c1 (centres undefined)
  0.8	-2%	-0.9%	5%	i	.	-7%	.	21%
#13 COc1ccccc1NC(=S)N(Cc1ccccn1)Cc1ccccc1Cl
  -2.9	7%	0.3%	6%	i	10%	17%	0%	11%
#14 Cn1cc(-c2csc(C(O)(c3ccccc3)C(F)(F)F)n2)cn1 (centres undefined)
  1.6	3%	0.5%	13%	?	.	11%	.	-4%
#15 CCc1nnc(NS(=O)(=O)c2ccc(N/C=C\C(=O)c3cccc4ccccc34)cc2)s1
  -0.4	-24%	0.9%	1%	i	-10%	-14%	?	?
#16 CCOc1ccc(-c2cc(C(=O)NCc3ccc(F)cc3)[nH]n2)c(C)c1
  -0.3	3%	2.6%	-6%	i	.	4%	.	5%
#17 CC(C)OC(=O)c1ccc(NCc2cc(O)ccc2O)cc1Cl
  -0.5	-17%	?	14%	.	-2%	18µM*	17%	?
#18 CC1(C)COCN1S(=O)(=O)c1ccc(C(=O)Nc2nnc(-c3ccc(Cl)s3)o2)cc1
  0.3	-5%	-0.9%	-12%	?	?	7.9µM*	6.3µM*	-9%
#19 CC(Oc1ccc2ccc(=O)oc2c1)C(=O)N1CCOCC1 (centres undefined)
  1.7	0%	-0.9%	4%	i	14%	-12%	0%	-3%
#20 CCC(=O)NC(c1ccccc1OC)c1ccc2cccnc2c1O (centres undefined)
  -3.6	3.5µM*	4.9%	12%	?	-8%	?	?	2.5µM*
#21 O=S(=O)(NC1CCCCC1NCc1ccco1)c1ccccc1 (centres undefined)
  -1.2	-2%	0.3%	5%	i	3%	-4%	2%	-4%
#22 CC(C)[C@H](NS(=O)(=O)c1ccccc1)C(=O)OCc1cc([N+](=O)[O-])cc2c1OCOC2
  -0.5	-2%	4.6%	1%	i	5%	-7%	9%	7%
#23 CCC(=O)Nc1ccc(-c2ccc(NC(=O)CC)c(OC)c2)cc1OC
  1.7	-26%	-0.2%	8%	i	16%	.	-14%	0%
#24 CCn1cc(Br)c(C(=O)Nc2ccc(OC)cc2)n1
  0.7	-22%	3.0%	5%	i	-6%	38%[activator]	9%	-1%
#25 O=c1c2ccccc2nc(-c2ccccc2)n1Cc1ccccc1
  -3.2	-5%	0.8%	19%	i	-11%	9%	?	11%
#26 C#CCOCCOCCOCCNc1nc(N2CCN(C(=O)[C@H](CCC(=O)O)n3cc(CN)nn3)CC2)nc(N2CCN(C(=O)[C@H](CCCCN)n3cc([C@@H](N)CC(N)=O)nn3)CC2)n1
  -0.2	-29%	-1.1%	3%	i	5%	0%	-2%	-4%
#27 Cc1oc(-c2ccccc2)nc1C(=O)O
  -1.6	42%	0.1%	11%	i	3%	1%	1%	43%[activator]
#28 COc1cc(/C=C/C(=O)OCC(=O)N2CCN(S(=O)(=O)c3ccc(C)cc3C)CC2)ccc1O
  -0.3	-29%	0.3%[9.22 µM]	0%	i	-1%	1%	16%	-24%
#29 CCc1ccc(-n2c(=O)c3c4c(sc3n(CC(=O)c3ccc(F)cc3)c2=O)CCC4)cc1
  .	2%	-1.1%	.	.	4%	.	?	?
#30 O=C(c1ccncc1)N1CCCC(N2CCN(c3ccc(F)cc3)CC2)C1 (centres undefined)
  1.4	-17%	-0.1%	2%	?	-1%	-2%	3%	-1%
#31 CCOC(=O)C1CCN(Cc2cc(=O)n3c(-c4ccccc4)csc3n2)CC1
  -0.4	-23%	2.8%	15%	i	?	-9%	9%	3%
#32 O=C1NC(=O)C2(CCCCC2)N1
  -0.2	0%	-0.4%	2%	i	0%	5%	-8%	7%
#33 COCCCNC(=O)CN(C1CCCCC1)S(=O)(=O)c1ccc(C)cc1
  1.0	-2%	-0.2%	-14%	?	-5%[1.84 µM]	-3%	-7%	2%
#34 O=C(NCCc1ccccc1)c1cc(-c2ccccc2)nc2n[nH]c(-c3ccccc3)c12
  .	-54%	-0.4%	.	i	7%	11%	?	?
#35 CCC(C)N(C(=O)CSc1nnc(COc2ccccc2F)n1N)C1CCS(=O)(=O)C1 (centres undefined)
  -2.4	3%	0.2%	-2%	i	-9%	9%	10%	-5%
#36 OC1CCCN(c2ncnc3c2nnn3Cc2c(F)cccc2Cl)C1 (centres undefined)
  0.8	0%	0.0%	-1%	i	-2%	94%[activator]	0%	0%
#37 Cc1cc(OCC(=O)OCC(=O)NC2CCCC2)ccc1Cl
  -0.2	1%	-1.1%	7%	?	-2%	-17%	5%	-20%
#38 COc1cccc(C(=O)Nc2ccc(-c3nnc(-c4ccco4)o3)cc2)c1
  0.5	-25%	3.3%	-4%	i	-19%	-32%	?	6%
#39 CC(=O)Nc1cccc(C(=O)OCC(=O)N(c2ccccc2)C2CCS(=O)(=O)C2)c1 (centres undefined)
  -1.1	-11%	-0.5%	2%	i	1%	7%	-14%	-6%
#40 O=c1cc(CO)oc(C(Nc2ccccn2)c2ccc(C(F)(F)F)cc2)c1O (centres undefined)
  -0.1	8%	4.9%	-1%	i	0%	5%	14%	16%
#41 COc1ccc(N2C(=O)CC(Sc3nnnn3-c3ccc(F)cc3)C2=O)cc1 (centres undefined)
  -0.8	-106%	-2.6%	0%	?	?	-28%	?	?
#42 CCOC(=O)c1ccc(NC(=O)c2nc[nH]c2C(=O)NC[C@@H](C)O)cc1
  -1.8	-2%	5.3%	-1%	i	.	-7%	.	-4%
#43 OCCN(Cc1ccccc1)Cc1ccc(C(F)(F)F)cc1
  -0.5	-22%	-0.2%	-3%	i	10%	4%	4%	?
#44 COc1ccc(N)cc1NC(=O)CN1CCCC1
  0.4	1%	-0.1%	-3%	i	1%	16%	4%	-12%
#45 Cc1ccnc(NC(=O)C23CC4CC(CC(C4)C2)C3)c1
  6.5	-13%	5.9%	-7%	i	11%	13%	.	14%
#46 Cc1ccc(-c2noc(-c3ccc(N4CCOCC4)c([N+](=O)[O-])c3)n2)cc1
  .	1%	0.1%	.	i	2%	4%	18%	?
#47 CNc1ccccc1C(=O)OCC(=O)Nc1ccc2c(c1)OCO2
  0.5	0%	2.6%	8%	i	3%	0%	?	-34%
#48 Cn1c(=O)c2c(nc(SCCCC#N)n2Cc2c(F)cccc2Cl)n(C)c1=O
  0.5	-5%	3.4%	7%	i	-3%	5%	-16%	1%
#49 Cc1ccc(S(=O)(=O)N(C)C[C@@H]2OCc3cnnn3CCCC(=O)N([C@@H](C)CO)C[C@H]2C)cc1
  -3.4	3%	0.2%	5%	i	.	6%	.	2%
#50 Cc1ccc(C(=O)CN2/C(=C(\O)c3ccccc3)C(=O)c3ccccc3S2(=O)=O)c(C)c1
  -2.8	-37%	-0.6%	21%	i	?	-14%	?	-2%
#51 CCOC(=O)c1cccc(Nc2ccc3cc(S(=O)(=O)N4CCCCC4)ccc3n2)c1
  .	-19%	-1.2%	.	?	-11%	-39%	?	?
#52 CCOc1ccc(NS(=O)(=O)c2ccc3c(c2)CCCN3C(=O)C2CCC2)cc1
  .	-16%	0.7%	.	?	8%	-31%	.	?
#53 COc1ccc(C(=O)Nc2cc(OC)ccc2OC)cc1
  0.7	-11%	5.2%	4%	i	-5%	8%	14%	?
#54 O=[N+]([O-])c1ccccc1N/N=C1\CC2CC=CC12 (centres undefined)
  -1.7	-1%	?	3%	?	0%	.	8%	-32%
#55 CC(=O)Nc1ccc(OCc2ccccc2)cc1[N+](=O)[O-]
  -0.3	-2%	4.0%	10%	?	-1%	7%	12%	5%

Screening results deposited in PubChem BioAssay by National Center for Advancing Translational Sciences (NCATS).
